From PubChem
STEP block = STEP phosphatase inhibitors, primary screen, biochemical, fluorescence intensity, uHTS; Tyrosine-protein phosphatase non-receptor type 5 (Homo sapiens), P54829; recombinant STEP, OMFP fluorogenic substrate; inhibition, % at 20 µM; actives 0.25% (n = 360,000); AID 588621, 2011;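 active = inhibition at 20 µM, scaled per plate between control wells, above about 37%, limit read from the data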;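 note: 0% = DMSO with enzyme and substrate and 100% = substrate only without enzyme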
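Test system: STEP tyrosine phosphatase / Reagent: OMFP at 25 µM / Doses: 20 µM, 1% DMSO / Read-out: percent inhibition scaled to no-enzyme and uninhibited-enzyme controls, plate-pattern corrected / Detection: FITC-channel fluorescence of OMFP product / Medium: Bis-Tris buffer pH 6.0, 2.5 mM DTT, 0.005% Tween 20 / Schedule: 20 min at room temperature, dark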
CSN inh = inhibitors of CSN-mediated cullin deneddylation, primary screen, biochemical, fluorescence polarization, uHTS; COP9 signalosome complex subunit 5 (Homo sapiens), Q92905; Purified CSN, SCF-Nedd8-OG deneddylation; inhibition, % at 12.5 µM; actives 0.38% (n = 360,000); AID 651999, 2013;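 active = pattern-corrected inhibition above about 35%, with an unprinted fluorescence ratio check between 0.5 and 1.5, limit read from the data, passing the limit was not always enough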;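 note: 0% = enzyme with substrate and 100% = substrate without enzyme; some results filed as inactive read as strong as hits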
Target sequence (Q92905 whole entry, looked up, one chain of several): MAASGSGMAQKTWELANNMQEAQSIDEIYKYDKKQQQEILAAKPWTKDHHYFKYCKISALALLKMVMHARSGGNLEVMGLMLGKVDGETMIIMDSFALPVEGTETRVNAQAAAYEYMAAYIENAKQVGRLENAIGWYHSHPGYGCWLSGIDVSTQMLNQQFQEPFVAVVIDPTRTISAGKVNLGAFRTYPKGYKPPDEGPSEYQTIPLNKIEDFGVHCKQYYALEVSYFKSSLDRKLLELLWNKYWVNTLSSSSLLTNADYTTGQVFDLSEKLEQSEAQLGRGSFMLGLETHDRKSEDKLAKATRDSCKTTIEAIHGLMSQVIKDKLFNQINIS
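Test system: purified human Csn5 enzyme expressed in HEK293T cells. Amount: 0.24 nM enzyme. Reagent: SCFSkp2-Nedd8OG substrate at 10 nM final. Schedule: 90 min incubation of compound, enzyme and substrate at room temperature. Detection: fluorescence polarization. Read-out: % inhibition of substrate cleavage by Csn5.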
Rpn11 inh = Rpn11 (PSMD14) deubiquitinase inhibitors, primary screen, biochemical, fluorescence polarization, uHTS | actives 0.59% (n = 360,000) | 26S proteasome non-ATPase regulatory subunit 14 (Homo sapiens), O00487 | calls only at 20 µM | human 26S proteasome, Ub4-pepOG fluorescence polarization; 20S core pre-blocked with epoxomicin | AID 588493, 2011;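 active = inhibition at 20 µM, scaled to each plate's controls, above about 33%, limit read from the data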
Target sequence (O00487 whole entry, looked up): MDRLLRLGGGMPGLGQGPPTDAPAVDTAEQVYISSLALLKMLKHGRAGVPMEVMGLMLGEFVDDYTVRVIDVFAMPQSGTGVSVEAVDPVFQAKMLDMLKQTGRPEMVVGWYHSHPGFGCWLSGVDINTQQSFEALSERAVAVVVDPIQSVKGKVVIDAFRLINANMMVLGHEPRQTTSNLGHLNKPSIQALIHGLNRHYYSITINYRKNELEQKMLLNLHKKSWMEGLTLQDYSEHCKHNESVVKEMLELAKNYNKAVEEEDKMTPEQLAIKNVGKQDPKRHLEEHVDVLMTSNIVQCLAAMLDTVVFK
Scp1 inh = Scp-1 phosphatase inhibitors, primary screen, biochemical, colorimetric, uHTS | Carboxy-terminal domain RNA polymerase II polypeptide A small phosphatase 1 (Homo … | Recombinant Scp1, phosphopeptide, malachite green phosphate absorbance | inhibition, % at 20 µM | actives 0.88% (n = 340,000) | AID 493091, 2011;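 active = inhibition above about 50% at 20 µM, limit read from the data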;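 note: plate controls were DMSO wells with enzyme for no effect and wells lacking enzyme for full effect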
Target sequence (Q9GZU7 76-261 limits assumed): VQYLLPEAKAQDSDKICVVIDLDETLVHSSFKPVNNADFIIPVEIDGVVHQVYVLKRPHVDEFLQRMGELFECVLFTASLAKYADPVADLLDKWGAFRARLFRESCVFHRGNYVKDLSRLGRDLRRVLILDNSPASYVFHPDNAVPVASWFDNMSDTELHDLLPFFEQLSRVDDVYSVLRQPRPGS
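Incubation: 45 min enzyme reaction at room temperature / System: truncated SCP-1 phosphatase (76-261aa) / Reagent: Phospho 17-mer peptide substrate / Buffer or medium: Acidic Tris acetate buffer with magnesium and detergent / Signal: absorbance at 630 nm / Doses: one concentration, 20 µM, with 1.0% DMSO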
MsrA inhibitor = bovine MsrA enzyme inhibitors, primary screen, biochemical, absorbance, HTS. Methionine sulfoxide reductase A (Bos taurus). purified bovine MsrA, absorbance read-out. inhibition, % at 15.5 µM. actives 0.75% (n = 360,000); in the data active = inhibition above about 4.5%;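 note: 0% = vehicle wells with enzyme and 100% = reference inhibitor wells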
SUMO1-SIM PPI = modulators of SUMO1 protein-protein interactions, primary screen, biochemical, uHTS; SUMO1 binding to a labelled peptide, TR-FRET, 1 h; inhibition, % at 20 µM; actives 0.33% (n = 360,000); in the data active = inhibition above about 37%
NadD block = inhibitors of S. aureus NadD, primary screen, biochemical, colorimetric, uHTS. actives 0.78% (n = 360,000). inhibition, % at 20 µM. purified NadD enzyme, colorimetric absorbance read-out. Nicotinate-nucleotide adenylyltransferase NadD (Staphylococcus aureus N315); in the data active = inhibition above about 26%; note: some compounds past the cut are filed as inactive
Tb MetRS inh = T. brucei MetRS inhibitors, primary screen, biochemical, luminescence. purified T. brucei MetRS, ATP depletion, Kinase-Glo luminescence. AID 624268, 2012. inhibition, % at 11.9 µM. methionyl-tRNA synthetase (Trypanosoma brucei brucei). actives 0.4% (n = 360,000);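 active = inhibition above a per-plate cutoff of the control wells' mean inhibition plus 3 SD, cut at about 5.5% in these data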;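 note: 0% = DMSO wells median and 100% = median of wells with control inhibitor compound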
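Test system – parasite MetRS enzyme · Reagent – substrates ATP, L-methionine and bulk Escherichia coli tRNA · Doses – 11.9 µM compound single dose, 0.9% DMSO · Times – 15 min enzyme-compound preincubation, 2 h reaction, 10 min detection, 25 °C · Signal – Kinase-Glo luminescence, ATP depletion format · Controls – DMSO-only wells as low control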
LMPTP inh = LMPTP phosphatase inhibitors, primary screen, biochemical, fluorescence intensity, uHTS | recombinant LMPTP-A, OMFP fluorogenic substrate | Low molecular weight phosphotyrosine protein phosphatase (Homo sapiens), P24666 | inhibition, % at 20 µM | actives 0.22% (n = 360,000);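 active = compounds that cut the enzyme signal by at least half of the control window in the single-dose screen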;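 note: plate controls were DMSO wells with enzyme plus substrate for no effect and substrate without enzyme for full effect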
Target sequence (P24666 whole entry, looked up): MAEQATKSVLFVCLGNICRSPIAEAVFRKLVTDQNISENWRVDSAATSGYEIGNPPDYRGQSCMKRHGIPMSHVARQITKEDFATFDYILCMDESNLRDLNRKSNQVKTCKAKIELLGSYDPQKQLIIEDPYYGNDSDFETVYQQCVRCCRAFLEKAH
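Assay system: LMPTP-A, protein tyrosine phosphatase of low molecular weight / Medium: pH 6.0 Bis-Tris buffer with DTT and Triton X-100 / Schedule: 50 min enzyme reaction at room temperature, protected from light / Measured by: endpoint fluorescence intensity from OMFP dephosphorylation / Read-out basis: % inhibition relative to no-enzyme and uninhibited control wells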
DNMT1 inh = human DNMT1 methyltransferase inhibitors, primary screen, biochemical, molecular beacon, fluorescence, HinP1I cleavage, uHTS. actives 0.83% (n = 360,000). inhibition (reported as % activation of signal), % at 10 µM; in the data active = inhibition above about 50%
Active calls of the source: *; i = inactive; . = not tested or not shown; + = active, no number. Some of the compounds tested; count on the stated rates, not on these rows.

Sample of the layout:
SMILES	STEP block	CSN inh	Rpn11 inh	Scp1 inh	MsrA inhibitor	SUMO1-SIM PPI	NadD block	Tb MetRS inh	LMPTP inh	DNMT1 inh
COc1cc2[nH]c(=O)n(-c3cccc(Cl)c3)c(=O)c2cc1OC	0	2	i	0	0.1	1	0	-1.4	1.3	-1
Cc1cc(/C=C2/C(=O)NC(=O)N(Cc3ccco3)C2=O)c(C)n1-c1ccccc1	1	15	i	7	0.9	15	18	0.5	3.3	55*
CC(C)n1c(=O)c(C=Nc2ccc(Br)cc2)c(O)n(Cc2ccco2)c1=O	2	15	i	-8	1.1	-3	21	0.1	1.8	3
COc1ccc(C(CC(=O)c2ccc3c(c2)OCO3)c2c(O)c3ccccc3oc2=O)cc1OC (stereo not drawn)	2	0	i	.	0.7	12	4	-0.2	-0.8	3
O=C(O)C1CSC(c2cccnc2)N1 (stereo not drawn)	-2	-2	i	-5	-0.7	0	6	-0.7	-1.1	6
COc1cccc(C2CCN(C)C2)c1 (stereo not drawn)	-1	-1	i	.	0.3	13	2	-0.1	-0.4	1

All compounds of this part, from the first entry:
SMILES	STEP block	CSN inh	Rpn11 inh	Scp1 inh	MsrA inhibitor	SUMO1-SIM PPI	NadD block	Tb MetRS inh	LMPTP inh	DNMT1 inh
COc1cc2[nH]c(=O)n(-c3cccc(Cl)c3)c(=O)c2cc1OC	0	2	i	0	0.1	1	0	-1.4	1.3	-1
Cc1cc(/C=C2/C(=O)NC(=O)N(Cc3ccco3)C2=O)c(C)n1-c1ccccc1	1	15	i	7	0.9	15	18	0.5	3.3	55*
CC(C)n1c(=O)c(C=Nc2ccc(Br)cc2)c(O)n(Cc2ccco2)c1=O	2	15	i	-8	1.1	-3	21	0.1	1.8	3
COc1ccc(C(CC(=O)c2ccc3c(c2)OCO3)c2c(O)c3ccccc3oc2=O)cc1OC (stereo not drawn)	2	0	i	.	0.7	12	4	-0.2	-0.8	3
O=C(O)C1CSC(c2cccnc2)N1 (stereo not drawn)	-2	-2	i	-5	-0.7	0	6	-0.7	-1.1	6
COc1cccc(C2CCN(C)C2)c1 (stereo not drawn)	-1	-1	i	.	0.3	13	2	-0.1	-0.4	1
CCOC(=O)c1[nH]c2ccc(OC)cc2c1C(SCC(=O)O)c1ccc(C(F)(F)F)cc1 (stereo not drawn)	-4	4	i	-22	2.7	8	-2	0.7	2.0	-3
Cn1c(O)c(C=Nc2ccc(Cl)cc2)c(=O)n(C)c1=O	0	3	i	-5	1.6	-12	-1	-0.6	-1.0	1
c1ccc(NC2=NCCCS2)cc1	-3	-4	i	-7	-1.7	5	-5	0.2	-1.5	-2
COc1ccc(-n2c(O)c(C=NCCN(C)C)c(=O)[nH]c2=O)cc1	1	-4	i	-5	2.0	-1	1	1.7	-6.2	-1
CC(C)(C)n1cccc1/C=C1\C(=O)NC(=O)N(c2ccccc2)C1=O	0	5	i	-2	-1.0	-3	0	0.0	-1.9	4
c1ccc2c(CN3CCCCCCC3)c[nH]c2c1	-1	-3	i	-18	-0.1	2	-3	-0.8	-0.6	-10
Cc1cc(NC(=O)COC(=O)c2c(C)nn(Cc3ccccc3)c2Cl)no1	1	1	i	-2	-0.1	-1	-6	-0.2	0.6	4
NC(=O)CN1CCCC1=O	-4	-1	i	4	-0.9	3	1	0.2	-1.4	0
Cc1ccc(N2C(=O)CC(=O)NC2=O)cc1	-3	1	i	0	-0.6	-1	-4	-0.8	0.0	-4
Cc1cc(/C=C2\C(=O)NC(=O)N(c3ccc(F)cc3)C2=O)c(C)n1-c1ccc(C(=O)O)cc1	1	10	i	7	1.0	19	-6	-0.1	1.6	8
CC(=O)OCC12CC(OC(=O)CC(C)C)C(C)=CC1OC1C(O)C(OC(C)=O)C2(C)C12CO2 (stereo not drawn)	-2	-1	i	1	0.1	3	-1	0.3	0.6	2
COC12CCC3(CC1C(C)(O)C(C)(C)C)[C@H]1Cc4ccc(O)c5c4[C@@]3(CCN1CC1CC1)C2O5 (stereo partly drawn)	0	-3	i	-6	-0.6	-3	-2	0.5	0.3	-9
O=C1NC(=O)C(=Cc2ccco2)C(=O)N1	50*	19	i	28	2.0	8	5	-0.1	11	82*
O=C(CSC1c2ccccc2-c2ccccc21)N/N=C/c1ccccc1C(=O)O	2	0	i	-7	0.4	-5	5	0.0	0.7	-1
COc1ccc2nc(/N=C/c3c(O)n(-c4cccc(Cl)c4)c(=O)[nH]c3=O)sc2c1	-2	23	+	18	-0.6	3	3	-0.8	1.1	0
COc1ccc(NC(=O)N2Cc3ccccc3-n3nncc3C2)cc1	-1	2	i	.	-0.1	3	-1	-1.1	-1.8	7
O=C(c1cccc(C(F)(F)F)c1)C1CCCN(Cc2ncc[nH]2)C1 (stereo not drawn)	-2	-5	i	-1	0.9	2	-6	-0.2	-0.5	-3
c1ccc2c(CN3CCN(C4CCCCC4)CC3)c[nH]c2c1	-5	4	i	-4	-0.8	6	38*	-0.1	-0.3	-9
CN1C(=O)CC(c2ccccc2)Nc2ccccc21 (stereo not drawn)	-2	-3	i	-1	-1.0	-1	0	-0.9	-0.7	4
C=C[C@H]1CN2CC[C@H]1C[C@H]2[C@H](O)c1ccnc2ccccc12	0	-1	i	-12	1.0	1	0	-0.8	-0.4	0
CN(CCc1ccccc1)Cc1c[nH]c2ccccc12	1	1	i	-8	-0.3	2	-5	-1.3	-0.7	-1
C[N+]1(C)C2CC(OC(=O)[C@H](CO)c3ccccc3)CC1C1OC12 (stereo partly drawn)	0	0	i	-14	-1.1	5	0	-0.9	-0.8	3
Cc1ccccc1Cc1c(C)nc2nc(SCC(=O)N3CCC4(CC3)OCCO4)nn2c1C	1	-3	i	0	0.1	3	0	-0.5	-1.2	-2
O=c1[nH]c(=O)n(Cc2ccccc2)c(O)c1C=NCCN1CCNCC1	-1	3	i	-2	0.4	1	-8	0.1	-4.1	-2
COC(=O)C1=C(c2ccc(Cl)c(C(F)(F)F)c2)C[C@@H]2CC[C@H]1N2C(=O)NCCOc1ccccc1Cl	0	-1	i	-8	.	1	-6	-0.4	4.0	-4
O=C1CN=C(c2ccccc2)c2ccccc2N1Cc1ccc(C(F)(F)F)cc1	0	0	i	-4	0.3	2	0	-1.4	0.6	1
O=c1ccc2cc(OC3O[C@H](CO)[C@@H](O)[C@H](O)[C@H]3O)c(O)cc2o1 (stereo partly drawn)	-2	-2	i	4	1.6	0	3	-0.8	-1.6	0
Cc1nccc2c1[nH]c1ccccc12	0	5	i	-9	1.6	12	1	0.0	-0.4	3
CCOP(=O)(OCC)C(NC(=O)c1ccccc1C)C(Cl)(Cl)Cl (stereo not drawn)	0	2	i	-4	1.3	-1	1	0.1	-1.8	25
NC(=O)c1cc([N+](=O)[O-])cc([N+](=O)[O-])c1	2	-2	i	-14	1.0	-31	5	-0.3	-1.4	-6
CCOP(=O)(C#Cc1ccccc1)C(O)c1ccc(Br)cc1 (stereo not drawn)	-1	1	i	1	0.9	-4	-1	0.5	1.0	1
CN(C)CCSC1c2ccccc2CSc2ccccc21 (stereo not drawn)	-1	-6	i	-5	0.2	5	-1	-0.2	-1.9	3
CC(Cc1ccccc1)[n+]1cc(/N=C(\N)[O-])on1 (stereo not drawn)	2	8	i	0	1.4	0	0	-2.1	-0.2	2
O=C(O)C(O)(c1ccccc1)C1CCCC1 (stereo not drawn)	5	1	i	-8	-0.3	0	4	0.1	-1.9	0
O=c1c2ccccc2nc(/C=C/c2ccc(O)cc2)n1-c1cccc(O)c1	-1	8	i	-2	2.3	2	11	-0.5	1.5	-9
CC(=O)N1CC(=O)Nc2ccc(Cl)cc2C1c1ccc(F)cc1 (stereo not drawn)	1	4	i	2	0.3	-3	-1	-0.2	-0.2	0
C#C[C@]1(O)CCC2C3C(CC[C@@]21C)[C@@]1(C)CC[C@@H](O)CC1=C[C@H]3O (stereo partly drawn)	-3	-3	i	-18	-0.3	2	4	-0.2	-1.5	5
COc1ccc(-n2nnnc2C(c2ccccc2OC(F)(F)F)N2CCC3(CC2)C(=O)NCN3c2ccccc2)cc1 (stereo not drawn)	2	-2	i	.	0.9	3	14	-0.2	6.0	-28
CC1(CCO)C(=O)NC(=S)NC1=O	-1	-5	i	-8	0.7	-1	2	0.0	-1.2	1
O=C(CCN1CC2CCC(CC2)C1)c1cccs1	-2	-6	i	5	-0.6	-11	-1	-0.3	-2.2	5
CC(=O)NCC1=C(c2cccc3ccccc23)C[C@@H]2CC[C@H]1N2Cc1ccco1	0	-4	i	.	-0.5	-1	7	-0.6	-0.3	1
COc1ccc(S(=O)(=O)N2CC3CC(C2)c2cccc(=O)n2C3)cc1 (stereo not drawn)	-2	0	i	-5	1.5	2	-6	-0.1	-0.8	-4
c1ccc(CNC2CN3CCC2CC3)cc1 (stereo not drawn)	-2	1	i	-2	0.3	17	3	-0.1	-5.4	2
